CHO-K1 Ca ag – counter-screen for M1 agonists: effect in parental CHO-K1 cells | Fluo-8 calcium fluorescence; scaled to maximal ATP response, vehicle zero | activation, % at 3 µM | 0.48% of 360,000 active; in the data active means activation above about 15%;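 further: untransfected CHO-K1 host cells lacking M1 receptor as counterscreen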
TAAR1 agonist – human TAAR1 agonism; AID 624467; activation, % at 3 µM; 0.99% of 360,000 active; CHO RD-HGA16 TAAR1, Fluo-8 calcium fluorescence; vehicle wells 0%, saturating PEA agonist 100%; Q96RJ0;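 active means activation above the mean activation of all test compounds in the run plus 3 SD, cut at about 38% in these data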
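test system = CHO RD-HGA16 cells carrying human TAAR1 plus Gα16 | schedule = 17-24 h seeding, 75 min 37 °C dye, 30 min RT | compound dosing = 3 µM single concentration | control set = DMSO and PEA EC100 | replicates = n 1 | signal = Fluo-8 fluorescence, 5 s baseline then 140 s kinetic read | measure = percent activation vs PEA EC100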
M1 PAM parental – M1 PAM counterscreen hit in parental CHO-K1 cells; 0.02% of 360,000 active; AID 602247; ATP EC20, Fluo-8 calcium fluorescence; 0% at ATP EC20, 100% at ATP max; activation, % at 3 µM;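 active means activation above the run cutoff, the mean activation of all test compounds plus 3 SD, cut at about 40% in these data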;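 further: peak over basal fluorescence ratio in a 140 s read after ATP addition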
M1 antag – human CHRM1 antagonism; P11229; CHO-K1 hM1, Fluo-8 calcium fluorescence, ACh EC80 antagonist; inhibition, % at 3 µM; 1.3% of 360,000 active;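 active means percent inhibition above its own plate's cutoff, namely the mean of that plate's compound wells plus 3 SD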;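 further: peak over basal fluorescence ratio during 140 s after agonist addition; 0% = ACh EC80 plus DMSO and 100% = DMSO alone without agonist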
Target sequence (P11229 whole entry, looked up): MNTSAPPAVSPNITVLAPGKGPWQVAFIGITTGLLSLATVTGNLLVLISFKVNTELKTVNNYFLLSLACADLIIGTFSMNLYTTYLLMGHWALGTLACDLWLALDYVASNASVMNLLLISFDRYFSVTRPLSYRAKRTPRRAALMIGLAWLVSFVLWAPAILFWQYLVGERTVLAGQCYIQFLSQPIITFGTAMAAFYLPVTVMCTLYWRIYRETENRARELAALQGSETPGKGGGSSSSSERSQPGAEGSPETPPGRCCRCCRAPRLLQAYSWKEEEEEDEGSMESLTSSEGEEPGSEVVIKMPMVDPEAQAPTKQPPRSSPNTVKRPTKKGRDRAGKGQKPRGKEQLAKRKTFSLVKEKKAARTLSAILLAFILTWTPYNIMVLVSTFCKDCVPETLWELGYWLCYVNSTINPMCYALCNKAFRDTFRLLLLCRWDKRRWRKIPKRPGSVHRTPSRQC
M1 ag – human M1 muscarinic receptor agonism | 0.33% of 360,000 active | P11229 | activation, % at 3 µM | CHO-K1 hM1, Fluo-8 calcium fluorescence, agonist mode; 0% DMSO, 100% acetylcholine EC100;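 active means activation above the run's mean compound activation plus 3 SD, cut at about 16% in these data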;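 further: peak over basal fluorescence ratio within a 140 s kinetic read after compound addition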
CHO-K1 Ca antag – M1 antagonist counterscreen hit in parental CHO-K1 cells. ATP-induced calcium, Fluo-8 fluorescence. inhibition, % at 3 µM. 0.6% of 360,000 active;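 active means inhibition above a per-plate cutoff, the plate's mean sample inhibition plus 3 SD, cut at about 24% in these data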;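 further: 0% = DMSO plus EC80 ATP and 100% = DMSO alone without ATP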
TAAR1 antag – antagonists of human TAAR1; inhibition, % at 3 µM; CHO RD-HGA16 TAAR1, Fluo-8 calcium fluorescence, antagonist; Q96RJ0; 1.5% of 360,000 active;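 active means inhibition above a per-plate cutoff, the mean inhibition of test compounds on that plate plus 3 SD, cut at about 49% in these data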;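 further: 0% = DMSO plus EC80 beta-PEA response and 100% = DMSO alone without agonist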
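Test system: hTAAR1-expressing CHO RD-HGA16 cells, Gα16-coupled; Probe or stimulus: EC80 β-phenethylamine stimulus; Compound dosing: single nominal final test compound concentration of 3 µM; Timing: 140 s kinetic read after compound, 140 s after agonist; Signal: Fluo-8 calcium-sensitive fluorescence; Measure: % inhibition of agonist calcium response; Controls: DMSO and EC80 PEA controls.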
CHO parental Ca – counter-screen: ATP calcium response change in parental CHO cells; parental CHO-K1, ATP-induced calcium, Fluo-8 fluorescence; 0.63% of 330,000 active; AID 463079; inhibition, % at 5.6 µM;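 active means inhibition above that plate's mean sample inhibition plus 3 SD, cut at about 26% in these data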;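 further: 0% = ATP-challenged DMSO wells and 100% = DMSO wells without ATP; some compounds past the cut are filed as inactive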
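Assay system – parental CHO cells · Reagent – ATP stimulus · Detection – intracellular calcium via Fluo-8 no-wash fluorescent dye · Evaluation – percent inhibition of ATP-evoked calcium rise, normalized to controls · Controls – ATP wells versus no-ATP DMSO wells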
OXTR potentiator – human OXTR potentiation | P30559 | CHO-OTR cells, Fluo-8 calcium fluorescence, potentiator mode; 0% = oxytocin EC15, 100% = EC100 | 0.061% of 320,000 active | activation, % at 3 µM | AID 2445;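 active means activation above that plate's cutoff, the mean activation of tested compounds plus 3 SD, cut at about 6.6% in these data, passing the limit was not always enough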;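 further: 100% uses oxytocin at 75 nM as the full agonist control; some results filed as inactive read as strong as hits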
Target sequence (P30559 whole entry, looked up): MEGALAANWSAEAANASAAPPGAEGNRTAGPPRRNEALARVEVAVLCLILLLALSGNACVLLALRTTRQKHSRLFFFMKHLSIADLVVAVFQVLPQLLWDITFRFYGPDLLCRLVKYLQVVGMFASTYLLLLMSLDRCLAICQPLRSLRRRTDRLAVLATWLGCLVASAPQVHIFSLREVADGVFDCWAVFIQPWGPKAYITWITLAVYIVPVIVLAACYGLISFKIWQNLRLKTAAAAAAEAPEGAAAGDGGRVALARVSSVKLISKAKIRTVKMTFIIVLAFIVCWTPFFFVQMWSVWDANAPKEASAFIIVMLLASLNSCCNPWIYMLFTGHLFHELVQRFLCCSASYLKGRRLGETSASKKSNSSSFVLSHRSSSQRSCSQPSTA
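Assay system: CHO-OTR cells, human receptor / Also added: oxytocin at about EC15, sub-maximal agonist stimulus / Dosing: single dose, 3.0 µM nominal final compound concentration / Incubation: 6 min pre-incubation, 100 s read / Technique: Fluo-8 calcium dye fluorescence / Read-out: % activation vs EC15 and EC100 oxytocin / Benchmarks: EC15 oxytocin low, 75 nM oxytocin high / Replicates: singlicate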
* = called active by the depositor; / = not tested or not shown.

compound	CHO-K1 Ca ag	TAAR1 agonist	M1 PAM parental	M1 antag	M1 ag	CHO-K1 Ca antag	TAAR1 antag	CHO parental Ca	OXTR potentiator
CCOc1ccc(C(=O)NC(=S)Nc2ccccc2N2CCCCC2)cc1[N+](=O)[O-]	0.7	0	25	-2	-9	-17	-4	-23	-5
CC1=C(C(=O)N(C)C)CC(CC(=O)NC(c2ccccc2)c2ccccc2)C(=O)N1CCC1=CCCCC1 (configuration not stated)	0.2	3	-2	0	-3	-14	-33	/	/
CCCn1c2ccccc2c2cnn(CC(=O)NCCCN3CCCCC3CC)c(=O)c21 (configuration not stated)	-0.4	0	-20	21	-6	-12	-23	-17	-3
Cc1ccc(NC(=O)COc2ccc(N(C)S(=O)(=O)c3ccc(F)cc3)cc2)cc1	1.4	10	-11	27	-4	3	31	-9	-6
Cc1cc(C)nc(NC(=O)c2ccc(Cl)c([N+](=O)[O-])c2)n1	0.6	0	13	-8	-2	-13	-25	-5	-13
COc1ccc(NC(=O)c2cccnn2)cc1	0.9	-1	14	-19	-4	-18	-5	-3	-1
CCN(CC)C(=O)c1sc(NC(=O)c2cc(-c3ccc(C)s3)nc3ccccc23)c(C(=O)OC)c1C	0.2	0	5	-10	-2	-14	9	-13	-3
CCOC(=O)N1CCN(C(=O)CN(C2CCCCC2)S(=O)(=O)c2c(C)cc(C)cc2C)CC1	0.1	7	10	-10	-2	-7	-4	-22	-4
Cc1nnc(SCc2nnc(-c3ccc(Cl)cc3)o2)n1-c1ccccc1	2.1	2	20	-8	-3	-19	-1	5	-10
Cc1cccc(C)c1NC(=O)CCCSc1nnc(-c2ccc(Cl)cc2)n1-c1ccccc1	0.7	8	4	1	-10	-7	17	-32	-6
O=C(CN1C(=O)S/C(=C\c2ccccn2)C1=O)Nc1ccc(F)cc1	1.4	5	18	-7	0	-2	8	/	/
O=C(O)c1cc(-c2ccco2)nc2cc3ccccc3cc12	0.5	1	-19	-8	0	-9	11	9	-5
COC(=O)C1=C(C)OC(N)=C(C#N)C1c1cc(OC)ccc1OC (configuration not stated)	0.3	21	21	-36	-1	-21	-23	-10	-1
CC(C)(C)OC(=O)N1CCCN(C(=O)c2ccc(Cl)cc2)CC1	2.1	4	21	-3	-6	-12	-5	-16	-1
COc1cc(C(=O)Oc2cc(C)cc(C)c2)cc(OC)c1OC	0.5	6	18	-7	-4	-11	-1	-29	2
Cc1cc(C)cc(C(=O)NC(CC(N)=O)c2ccc(NC3CCCCC3)c([N+](=O)[O-])c2)c1 (configuration not stated)	-0.7	8	-15	13	0	5	-9	-11	1
COC(=O)/C=C1\N/C(=N\c2nc(C)cc(C)n2)N(c2ccc(C)cc2)C1=O	0.5	4	17	1	-7	0	-22	-5	-4
Cc1ccc(CNC(=O)C(NS(=O)(=O)c2cccc3nsnc23)c2ccccc2)cc1 (configuration not stated)	-0.1	-2	16	-2	-8	-5	-7	-26	-7
COCCn1c(SCC(=O)Nc2cccnc2Cl)nc2cc(Cl)ccc2c1=O	-0.8	5	13	-5	6	-17	-23	-19	-4
CC(=O)Nc1ccc(C(=O)OCC(=O)N(Cc2ccccc2)C(C)(C)C)cc1	0.4	8	8	-13	-4	-1	8	-7	-8
Cc1ccccc1NC(=O)COC(=O)c1cc[n+]([O-])cc1	0.8	0	-5	3	-2	-16	-7	-15	-5
O=C(c1ccc(Cl)cc1)N(Cc1ccc(Br)cc1)N1C(=O)CCC1=O	6.2	2	10	-6	-6	-12	-32	-12	-7
CC(C)C(=O)Nc1nnc(SCc2cccc(F)c2)s1	0.8	7	18	2	-5	-14	-18	-18	-20
Cc1ccc(NC(=O)c2cc(S(=O)(=O)Nc3ccc(C)cc3)cs2)cc1	2.2	3	16	-8	-1	-3	28	11	-20
CCOc1nc(N2CCCCC2)nc(-n2cc(-c3ccccc3)nn2)n1	0.1	0	12	1	-1	-8	2	-5	0
Cc1ccc(N(C(=O)Cc2c[nH]c3ccccc23)C(C(=O)NC2CCCCC2)c2ccco2)cc1 (configuration not stated)	-0.1	0	4	-5	-1	-6	5	-35	-21
O=C1c2ccccc2C(=O)N1CCN1CCOCC1	-0.1	1	2	-7	-4	18	-18	-4	1
COc1ccc(CNC(=O)C2CCC(CNc3c(N4CCCCC4)c(=O)c3=O)CC2)cc1 (configuration not stated)	0.1	1	16	-10	-2	-11	13	-5	-1
Cc1cccc(CN2CCN(C(C)C(=O)NC(C)c3ccccc3)CC2)c1 (configuration not stated)	-0.6	0	11	-4	-9	-9	-2	-25	1
CCCN1CCN(C(=S)Nc2ccc(S(N)(=O)=O)cc2)CC1	-0.4	2	-15	5	-7	15	-24	-10	-8
COC(=O)c1ccc(-c2sc3nc(N4CCOCC4)c4c(c3c2N)CCCC4)o1	/	7	/	/	/	/	-16	-16	-12
Cc1ccc2c(CC(=O)OCc3csc(C)n3)coc2c1	0.2	0	8	-9	-2	2	-13	-18	2
Cc1cccn2c(=O)c3cc(C(=O)NC4CCS(=O)(=O)C4)n(Cc4ccccc4)c3nc12 (configuration not stated)	0.4	5	2	3	-4	-9	19	-4	-4
O=C1NNC(c2ccccc2)=N/C1=C\c1ccco1	0.4	1	-12	-10	-2	2	2	-8	0
Cc1ccc(-c2nc(-c3ccccc3)no2)c(Cl)c1	-0.1	0	-15	-21	1	12	-5	-11	-4
COc1ccc(/C=N\NC(=O)CCN2CCN(c3ccccc3)CC2)cc1OC	0.4	0	23	-9	5	-10	0	-13	3
Cc1cc(C)n(-c2nc3ccccc3nc2N2CCN(C(=O)c3ccccc3)CC2)n1	0.5	4	11	-12	-8	-4	-2	-25	-6
O=C(COC(=O)c1cc(S(=O)(=O)N2CCOCC2)ccc1Cl)NCc1ccco1	2.0	2	20	-17	-1	-10	-32	-7	-5
CC(=O)c1c(C)[nH]c(C(=O)COC(=O)COc2ccccc2F)c1C	5.1	4	9	-5	1	-14	1	-17	-5
Cc1ccc(CN(C)C(=O)c2cccc(S(=O)(=O)N3CCCC3)c2)o1	1.0	2	23	-2	-4	-11	-12	-20	1
CC(Sc1nnc(-c2cccnc2)o1)C(=O)NC1CCCCC1 (configuration not stated)	0.1	1	12	1	-3	2	-10	-11	0
N#Cc1cc([N+](=O)[O-])ccc1NCCCn1ccnc1	0.3	-2	13	2	-8	-2	4	5	2
O=C(O)/C=C/c1cn(-c2ccccc2)nc1-c1ccc(-c2ccc([N+](=O)[O-])cc2)o1	4.8	3	-3	5	-1	-12	13	1	-11
CC1CCCC(NS(=O)(=O)c2cc3c(cc2Cl)NC(=O)CO3)C1C (configuration not stated)	1.4	0	-5	13	-2	-2	-7	-11	-10
CCN(CC)CCn1c(NC(=O)c2ccc(C)cc2)nc2ccccc21	8.8	-1	8	-8	-9	7	2	-17	-1
FC(F)(F)C12CC(c3ccccc3)=NCCN1CCN2 (configuration not stated)	0.0	10	2	-4	-6	7	-9	-21	-14
COc1cccc2c(=O)n(CC(=O)N3CCC(C)CC3)ccc12	0.8	1	14	-14	-1	-9	-8	-4	1
Cc1cnc(CNC(=O)C2(C)CCCN2CC(C)C)cn1 (configuration not stated)	1.3	0	16	-13	-3	-4	1	/	/
O=[N+]([O-])c1cccc(C(=NCc2ccccc2)NO)c1	-0.3	3	15	-10	-1	-8	-27	/	/
CCOc1ccc(NS(=O)(=O)c2ccc(C(=O)N(C)CC(=O)Nc3ccc(OC)cc3)cc2)cc1	0.3	2	-10	-8	-1	5	-11	5	-8
COc1cc(-c2nnc(COC(=O)c3cccn3C)o2)cc(OC)c1OC	1.1	1	4	-11	5	-4	-9	-17	1
COc1ccc(/C=N/NC(=O)c2ccc(Cl)c(S(N)(=O)=O)c2)cc1OCC(N)=O	1.1	0	-2	-15	0	-19	-14	-1	-6
COc1cc(NC(=O)c2ccco2)ccc1NC(=O)C(C)C	0.2	1	17	-6	-4	-7	20	-7	1
CC(=O)Nc1ccc(S(=O)(=O)NC(CC(=O)NC2CCCCC2C)C(C)C)cc1 (configuration not stated)	/	10	/	/	/	/	5	-25	-15
COc1ccc(OCc2cc(C(=O)N3CCC(OC)CC3)no2)c2ccccc12	0.4	-1	-13	-4	-3	2	-1	-8	-7
COCCCNC(=O)CN1C(=O)COc2ccc(S(=O)(=O)N3CC(C)CC(C)C3)cc21 (configuration not stated)	-1.0	-2	4	-11	-6	-20	2	-6	-3
COc1ccccc1N1CCN(CC(=O)Nc2ccnn2C2CCCC2)CC1	2.0	11	12	-13	0	-9	-2	-14	-3
CCc1nc2ccc(C(=O)Nc3nnc(C)s3)cc2nc1CC	0.1	8	9	-7	-2	10	3	-20	-5
Cc1ccc(N(CC(=O)N2CCN(c3ccccc3F)CC2)S(=O)(=O)c2c(C)noc2C)cc1	0.2	4	9	-3	-2	-5	12	5	-8
CS(=O)(=O)c1ccc(Cl)c(NC(=O)Nc2ccccc2)c1	0.2	-2	-24	-21	-2	10	6	-5	-2

Next part
compound	CHO-K1 Ca ag	TAAR1 agonist	M1 PAM parental	M1 antag	M1 ag	CHO-K1 Ca antag	TAAR1 antag	CHO parental Ca	OXTR potentiator
COc1cc(C(=O)Nc2ccc3c(c2)OCO3)c([N+](=O)[O-])cc1OC	2.5	2	7	-14	-2	-13	-11	-9	-3
O=C(Nc1cccc2ccccc12)C1CCCC1	-0.1	5	16	-7	4	-8	0	/	/
COc1cc(OC)cc(C(=O)N2CCCc3ccccc32)c1	-0.1	0	-10	-22	-4	0	-21	-19	-3
O=C1CCCc2cc3c(cc21)CC1(C3)Cc2cc3c(cc2C1)C(=O)CCC3	0.6	2	-13	-7	-2	-6	16	11	-8
CCC(=O)c1ccc(OCC(=O)OCC(=O)Nc2ccc(C)c(S(=O)(=O)N3CCCCC3)c2)cc1	16*	28	2	17	3	-4	67*	0	-9
O=S1(=O)CC(N2CCCCC2)CN1Cc1cn(Cc2cccc(Cl)c2)nn1 (configuration not stated)	-0.1	2	1	/	/	-13	2	/	/

Compound activity as filed in PubChem BioAssay.
